TROY signal inh – inhibitors of TROY-dependent NF-kB signaling. Q293 LMP1-TROYcd NF-kB luciferase reporter, 4 h. inhibition, % at 10 µM. 360,000 tested, 0.98% active. AID 1347056;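 active = compounds whose plate-normalised and pattern-corrected inhibition of the luciferase reporter signal at the single screening dose is 50% or more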
NR2E3 ag-1 – activates human photoreceptor nuclear receptor NR2E3; inhibition of corepressor binding, % at 4.78 µM; AID 2300; GST-NR2E3/biotin-RetCOR TR-FRET, 1536-well; 320,000 tested, 0.12% active; Q9Y5X4;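 active = percent inhibition above the cutoff of mean plus 3 SD of all tested compounds, set per screening campaign, cut at about 20% in these data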;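 note: 0% = DMSO wells and 100% = biotin wells as full block of FRET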
Target sequence (Q9Y5X4 whole entry, looked up): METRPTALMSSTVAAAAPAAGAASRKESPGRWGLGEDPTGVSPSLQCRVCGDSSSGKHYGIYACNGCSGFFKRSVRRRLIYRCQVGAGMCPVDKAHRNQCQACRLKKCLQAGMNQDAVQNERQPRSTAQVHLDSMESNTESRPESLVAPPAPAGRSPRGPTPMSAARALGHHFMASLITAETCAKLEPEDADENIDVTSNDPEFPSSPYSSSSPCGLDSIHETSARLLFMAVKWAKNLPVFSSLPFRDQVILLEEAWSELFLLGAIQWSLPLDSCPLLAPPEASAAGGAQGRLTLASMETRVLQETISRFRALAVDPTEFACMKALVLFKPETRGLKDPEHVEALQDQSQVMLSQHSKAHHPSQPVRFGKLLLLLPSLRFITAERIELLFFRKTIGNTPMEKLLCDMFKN
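Assay system: NR2E3–RetCOR corepressor complex. Quantity: 1.35 nM GST-NR2E3. Buffer or medium: pH 7.5 Tris-based buffer. Reagent: biotinylated RetCOR corepressor at 7 nM final. Schedule: 5 h at 4 °C. Detection: TR-FRET, emission read at 617 and 671 nm. Replicates: one well per compound, singlicate testing.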
MITF TRPM1 inh – inhibitors of MITF-driven TRPM1 promoter in melanoma cells; SK-MEL-5 TRPM1 promoter luciferase, 24 h; 330,000 tested, 0.83% active; inhibition, % at 12.5 µM;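 active = mean inhibition across replicates of 60% or more, whatever share of single replicates reaches that level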; note: values of inactives mirror those of a sister screen read the other way
NR2E3 ag-2 – agonists of human NR2E3 nuclear receptor; Q9Y5X4; 360,000 tested, 0.35% active; AID 602229; inhibition of corepressor binding, % at 3.98 µM; CHO-S Gal4-NCOR/VP16-NR2E3 two-hybrid, luciferase;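 active = inhibition above the mean of all tested compounds plus 3 SD, cut at about 70% in these data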;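 note: 0% = DMSO with NR2E3 transfected cells and 100% = cells lacking NR2E3 construct; higher means lower luciferase signal from less NR2E3 corepressor binding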
C8 TRAIL sens – caspase-8 TRAIL sensitization; NB7+C8 cells + TRAIL, ATPlite viability luminescence; inhibition (viability loss, TRAIL sensitization), % at 10 µM; 360,000 tested, 1% active;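 active = compounds causing at least 50% loss of cell viability in the single-dose screen, relative to plate controls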
Peg3 promoter – inhibitors of Peg3 promoter; AID 588405; inhibition, % at 20 µM; 360,000 tested, 1.7% active; HeLa PEG-Prom luciferase reporter, luminescence, overnight;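 active = inhibition of at least 50% at 20 µM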
KKLEB tox – counter-screen for CF NF-kB inhibitors: cytotoxicity; KKLEB CF airway cells viability, ATPlite luminescence, overnight; hits give low values; cells stimulated with P. aeruginosa culture filtrate; activity change (cytotoxicity), % at 5 µM; 360,000 tested, 0.36% active;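 active = corrected activity change at or below -50% at 5 µM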
CF NFkB block – blocks PAF-induced NF-kB reporter in cystic fibrosis cells; KKLEB NF-kB-GFP reporter, GFP fluorescence overnight; inhibition, % at 5 µM; 360,000 tested, 0.86% active; AID 588850;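 active = at least 50% inhibition at 5 µM, scaled per plate between neutral and stimulator controls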;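 note: PAF is a Pseudomonas aeruginosa culture filtrate used as stimulus; plate controls were PAF-stimulated DMSO wells for no effect and unstimulated DMSO wells for full effect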
Shn3 inh set2 – reduces Shn3 3'UTR luciferase signal in osteoblasts. inhibition, % at 12.5 µM. 360,000 tested, 0.52% active. Clone20 osteoblast Shn3 3'UTR firefly luciferase, 24 h;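 active = mean inhibition of at least 75% with every replicate also reaching 75%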;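 note: 0% = median of neutral control wells and 100% = pilot-screen positive control compound; some compounds past the cut are filed as inactive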
HIF-2a inh – blocks HIF-2a reporter activity | 786-0 RCC cells HIF-2a reporter, luciferase luminescence, overnight | inhibition, % at 18.8 µM | 360,000 tested, 0.72% active | AID 624352;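 active = inhibition of the luminescence signal of 40% or more relative to plate controls, in a single-dose primary screen at 18.75 µM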
TWEAK Fn14 block – blocks TWEAK-Fn14 interaction in a reporter cell assay | AID 1159606 | 360,000 tested, 2% active | TWEAK-stimulated Fn14 reporter cells, luciferase luminescence, 8 h | inhibition, % at 10 µM; in the data active = inhibition above about 50%
Starred values were filed as active, the others as inactive; x = no result given. Some of the compounds tested (hit frequency here may not be typical).

SMILES	TROY signal inh	NR2E3 ag-1	MITF TRPM1 inh	NR2E3 ag-2	C8 TRAIL sens	Peg3 promoter	KKLEB tox	CF NFkB block	Shn3 inh set2	HIF-2a inh	TWEAK Fn14 block
Cc1c(C(=O)NNC(=O)c2ccccc2O)oc2ccccc12	-33	x	x	-21	13	-23	-7	1	7	-106	-70
Cc1cccc(NC(=S)NNC(=O)c2csc(C(C)C)c2)c1	-15	-1	-26	-114	20	-329	0	-24	-66	-241	1
CC(=O)Nc1cc2c3c(cccc3c1)-c1ccccc1-2	-69	x	-31	-47	10	-240	4	-218	-21	-220	-49
O=C(CCN1C(=O)S/C(=C\c2ccccc2)C1=O)N1CCCCC1	-44	3	-26	-28	5	-133	2	1	-40	-117	-15
CC1(C)Cc2ccccc2-c2nnc(-c3cccnc3)n21	-24	-3	14	2	-7	11	-7	3	2	3	-4
Cc1ccc(C)c(N2N=C(C(=O)OCc3nnc(-c4ccccc4Br)o3)CCC2=O)c1	-17	x	x	21	-13	0	-1	-10	-12	7	3
O=S(=O)(c1ccccc1)c1nc(-c2ccc(F)cc2)oc1N1CCOCC1	-22	8	7	5	1	15	4	-4	-12	2	4
COc1ccc(NC(=O)CN2CCN(c3c(C)cccc3C)CC2)cc1	22	-3	8	-3	7	16	-18	2	-1	12	-19
Nc1cccc(-n2nncc2-c2ccccc2)c1	-2	0	-1	-26	10	0	-9	-4	7	10	-3
COc1ccc(Cn2nnnc2C(C(C)C)N2CCc3ccccc32)cc1 (stereo unspecified)	11	-1	-2	-7	-3	28	-28	20	-10	9	-1
CCOc1ccc(NC(=O)Nc2cccc(C)n2)cc1	-46	-1	-67	-43	13	-192	5	-4	-57	-260	10
Cc1ccc(NC(=O)CCc2c(C)nn(-c3ccc(N4CCOCC4)nn3)c2C)cc1C	-3	3	-5	-36	-3	-71	-2	6	-19	-76	2
NC(=O)C1=NOC(CNc2ncc(C(F)(F)F)cc2Cl)C1 (stereo unspecified)	x	3	-17	-6	5	-131	-1	9	-48	-102	-1
CCOc1ccc(S(=O)(=O)NCC(=O)OCc2nnc(-c3ccccc3)o2)cc1	-28	3	-4	-10	5	-27	4	8	4	-29	14
O=C(C1CCCCC1)N1CCN=C1SCc1cccnc1	15	2	6	-31	2	5	12	11	3	9	5
O=C(Cc1ccccc1)NCC(=O)OCC(=O)c1cccs1	3	2	7	-18	5	-28	-12	17	14	-2	6
O=C(/C=C/c1ccccc1)NC(=S)Nc1ccccc1	-42	0	1	-6	-6	-152	-1	14	-2	-247	-53
C/C(=N\O)C(=O)NCCN(C)C	-4	-1	7	-6	2	-3	-12	11	-24	11	14
CCN(CC)CCNC(=O)C(Cl)=C1C(Cl)=C(Cl)C(Cl)=C1Cl	9	x	13	43	18	97*	4	-18	32	67*	28
COc1ccc(N(CN2C(=O)C3C4C=CC(C4)C3C2=O)C(=O)c2ccco2)cc1 (stereo unspecified)	9	1	7	-27	-8	1	2	4	19	12	5
CC1Cc2ccccc2N1Cc1cc(=O)c(OCC(=O)NCCc2ccccc2)co1 (stereo unspecified)	3	1	4	-2	-5	5	0	-20	29	9	2
COc1cc(C(=O)OCC(=O)NC(=O)c2cccn2C)ccc1OC(F)F	0	-3	16	-21	9	13	2	5	-5	3	20
Cn1cc(CNCCN2CCCCC2=O)c(-c2cccc(Cl)c2)n1	3	4	-3	11	-9	20	-6	-1	8	21	5
COc1ccc(-n2c(-c3ccc(Br)cc3)nc(=S)c3c2CCCC3)cc1	-3	1	11	-18	27	-8	0	4	16	0	32
CCc1cc(C(=O)NNC(=S)Nc2cc(C)ccc2C)cs1	-54	-3	-12	-39	-6	-70	-31	-6	-6	-114	-15
Cc1nc2ccccn2c1-c1csc(Nc2ccc(C(=O)O)cc2)n1	2	0	18	-45	25	29	-1	12	9	23	7
COC(=O)[C@@H](N)Cc1ccc(O)c(O)c1	-9	4	-1	12	-11	-5	11	38	-13	4	10
O=C(Nc1ccc2c(c1)OCCO2)C1CC(O)CN1C(=O)Nc1ccccc1 (stereo unspecified)	7	4	-8	-1	-9	2	4	-8	-1	11	36
Cc1cc(C(F)F)n2ncc(C(=O)N3CCC(C(N)=O)CC3)c2n1	-3	3	-3	4	-21	5	3	9	-1	15	-11
CCOc1ccc(Oc2c(/C=N/NC(N)=O)c(C)nn2-c2ccccc2)cc1	0	2	-6	7	-10	31	0	-13	13	20	-1
CC1(C(=O)Nc2cccnc2)Cc2c(-c3ccccc3)ccnc2O1 (stereo unspecified)	9	x	x	-24	6	13	-9	14	6	3	-19
O=C(CN1C(=O)c2cccc3cccc1c23)NC1CCCCC1	-19	1	-6	-24	-3	7	1	-4	8	12	39
CC(C(=O)N1CCc2ccccc21)N(C)CC(=O)Nc1ccccc1Cl (stereo unspecified)	-4	2	0	8	-7	2	9	-12	2	7	9
Cc1cc(C(=O)COC(=O)c2ccc(O)cc2)c(C)n1CC1COc2ccccc2O1 (stereo unspecified)	-2	1	-15	-15	6	-8	0	-9	10	-40	4
CCC1CCCCN1S(=O)(=O)c1ccc(NC(=O)c2ccncc2)cc1 (stereo unspecified)	26	1	24	96*	22	9	7	-8	88*	13	31
COc1ccc(NC(=O)CSc2nnc(-c3cccnc3)s2)cc1	9	2	-6	-13	-5	-47	0	-12	-12	-25	0
C=CCNC(=O)CSCc1ccc(Br)cc1	13	2	-8	-15	-5	7	8	-8	1	-5	-16
Cn1c(=S)n(/N=C/c2cccs2)c2ccccc21	9	2	12	1	-12	-25	-2	4	-14	-25	-6
COc1cccc(C(=O)NCC(=O)n2nc(C)cc2C)c1	-15	1	1	-2	-1	7	4	-14	-6	7	2
CC(C)NC(=O)CN(Cc1ccc2c(c1)OCO2)C(=O)CCC(=O)Nc1ccccn1	-16	0	-1	3	7	26	3	8	2	13	26
CCOC(=O)C1=C(COC(=O)C2CC(=O)N(c3ccccc3F)C2)NC(=O)NC1C (stereo unspecified)	-3	3	-3	-18	6	6	3	18	12	12	-1
Cc1ccc(C)c(OCc2cc(C(=O)N3CCN(c4cnccn4)CC3)no2)c1	-12	x	-11	4	5	-17	-7	12	4	-33	-13
CC(OC(=O)c1ccncc1)C(=O)Nc1cc(S(=O)(=O)N2CCCCC2)ccc1Cl (stereo unspecified)	-4	0	11	-9	0	29	-2	-3	-2	19	6
Cc1ccccc1C(=O)NCC(=O)N1CCN(C/C=C/c2ccccc2)CC1	-11	x	-1	-4	-14	11	8	6	-13	6	-10
COCCn1ccc2c(OCC(=O)Nc3ccccc3OC)cccc2c1=O	-9	-1	2	13	12	33	-10	-4	-10	29	-16
COc1cc(C=NNC(=O)C(=O)Nc2cccc(Cl)c2)cc(OC)c1O	-41	x	x	-35	1	-125	12	-8	2	-177	-33
COc1ccc(C(=O)NNC(=O)CCn2nnc(-c3ccc(C)cc3)n2)cc1OC	2	-1	-2	-2	-2	3	2	-3	-6	32	16
CC1=CC(C)(C)N(S(=O)(=O)c2ccc(F)cc2)c2ccc(C)cc21	14	2	2	-31	9	33	-11	18	47	12	-9
OC(c1cccnc1)c1nc(/C=C/c2ccc(C(F)(F)F)cc2)cs1 (stereo unspecified)	-32	x	x	-13	12	-84	14	-5	-2	-150	16
CN1c2ccccc2C(=O)/C(=C\Nc2ncccn2)S1(=O)=O	2	-3	1	-21	-2	8	-9	-1	5	17	3
CCOc1ccc(-c2noc(CCC(=O)O)n2)cc1	30	-1	68*	20	4	-15	-13	-5	59	75*	71*
CCN(CC(=O)Nc1c(F)cccc1F)C(=O)Cn1[nH]c(=O)c2ccccc2c1=O	16	1	6	-4	-8	29	-2	10	6	4	-3
Cc1cccc(CSc2nnc(NC(=O)CSc3nnc(C)s3)s2)c1	-38	1	-5	-4	2	-12	-24	9	-15	-13	-13
N#C/C(=N\Nc1ccc(F)cc1)C(=O)C1CC1	-1	2	x	-15	-3	0	2	-3	-16	-49	-28
Cc1ccc(CNC(=O)CCCn2nc(C)c3c(C)n(-c4ccccc4)nc3c2=O)cc1	7	1	5	-6	-2	5	7	-4	8	12	7

No new results follow: 12 of the compounds above.
SMILES	TROY signal inh	NR2E3 ag-1	MITF TRPM1 inh	NR2E3 ag-2	C8 TRAIL sens	Peg3 promoter	KKLEB tox	CF NFkB block	Shn3 inh set2	HIF-2a inh	TWEAK Fn14 block
CCOC(=O)C1=C(COC(=O)C2CC(=O)N(c3ccccc3F)C2)NC(=O)NC1C (stereo unspecified)	-3	3	-3	-18	6	6	3	18	12	12	-1
Cc1ccc(C)c(OCc2cc(C(=O)N3CCN(c4cnccn4)CC3)no2)c1	-12	x	-11	4	5	-17	-7	12	4	-33	-13
CC(OC(=O)c1ccncc1)C(=O)Nc1cc(S(=O)(=O)N2CCCCC2)ccc1Cl (stereo unspecified)	-4	0	11	-9	0	29	-2	-3	-2	19	6
Cc1ccccc1C(=O)NCC(=O)N1CCN(C/C=C/c2ccccc2)CC1	-11	x	-1	-4	-14	11	8	6	-13	6	-10
COCCn1ccc2c(OCC(=O)Nc3ccccc3OC)cccc2c1=O	-9	-1	2	13	12	33	-10	-4	-10	29	-16
COc1cc(C=NNC(=O)C(=O)Nc2cccc(Cl)c2)cc(OC)c1O	-41	x	x	-35	1	-125	12	-8	2	-177	-33
COc1ccc(C(=O)NNC(=O)CCn2nnc(-c3ccc(C)cc3)n2)cc1OC	2	-1	-2	-2	-2	3	2	-3	-6	32	16
CC1=CC(C)(C)N(S(=O)(=O)c2ccc(F)cc2)c2ccc(C)cc21	14	2	2	-31	9	33	-11	18	47	12	-9
OC(c1cccnc1)c1nc(/C=C/c2ccc(C(F)(F)F)cc2)cs1 (stereo unspecified)	-32	x	x	-13	12	-84	14	-5	-2	-150	16
CN1c2ccccc2C(=O)/C(=C\Nc2ncccn2)S1(=O)=O	2	-3	1	-21	-2	8	-9	-1	5	17	3
CCOc1ccc(-c2noc(CCC(=O)O)n2)cc1	30	-1	68*	20	4	-15	-13	-5	59	75*	71*
CCN(CC(=O)Nc1c(F)cccc1F)C(=O)Cn1[nH]c(=O)c2ccccc2c1=O	16	1	6	-4	-8	29	-2	10	6	4	-3

An excerpt from above with just Shn3 inh set2, TWEAK Fn14 block and HIF-2a inh.
SMILES | Shn3 inh set2 | TWEAK Fn14 block | HIF-2a inh
OC(c1cccnc1)c1nc(/C=C/c2ccc(C(F)(F)F)cc2)cs1 (stereo unspecified) | -2 | 16 | -150
Cn1c(=S)n(/N=C/c2cccs2)c2ccccc21 | -14 | -6 | -25

Bioassay records as filed in PubChem.
